# Screening results from PubChem BioAssay.
# GALK inh: inhibitors of human galactokinase. P51570. Purified GALK, Kinase-Glo residual ATP luminescence. Potency, µM (top dose mostly 57.5 µM), for inactives: at the highest dose activity change, negative = inhibition, usual class: inhibitors. hit rate 0.007% among 270,000. AID 1868; note: potency is the fitted concentration of half-maximal effect; % is set by controls: 0 for no effect and ±100 for the full control effect
#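 Human GALK (5 nM) with 35 uM ATP and 100 uM galactose in 20 mM HEPES pH 8.0, 5 mM MgCl2, 60 mM NaCl, 1 mM DTT, 0.01% BSA. After 1 h at room temperature, leftover ATP was read by Kinase-Glo Plus luminescence.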
# Giardia killer: kills Giardia lamblia. Giardia lamblia trophozoite viability. activity change, % at 7.66 µM, hits read low. hit rate 0.15% among 340,000; in the data active = activity change below about -80%; inconclusive = between about -30% and that limit;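 note: parasites exposed to compound for two days anaerobically before the ATP read; % is set by controls: 0 for no effect and ±100 for the full control effect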
#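 Trophozoite viability was measured as ATP-dependent luminescence, read 15-30 min after reagent addition. Before that, parasites at 100 cells/well were exposed to compounds for 48 h, anaerobically, at 37 deg C.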
# Chronic BCR inh: blocks chronic active B-cell receptor signaling; ABC-DLBCL IkBa-CBG/CBR reporter, luminescence ratio, 4 h; Potency, µM (series often up to 46.1 µM), for the others: top-dose ratio change, negative = lower green/red ratio, hits mostly inhibitors; hit rate 0.05% among 340,000; active = well fitted inhibition curve with a large enough effect in the signal ratio, with a control signal flat, not every such curve was filed as active; inconclusive = small, poorly fitted or top-dose-only effect, or effect the other way, or a change in a side signal; the % refers to the signal ratio;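 note: potency is the fitted concentration of half-maximal effect; plate controls were basal doxycycline-induced cells for no effect and cells given 10 µM MG132 for full effect; MG132 reads +100%, hits lower the ratio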
#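 TMD8 human ABC-DLBCL cells with doxycycline-inducible IκBα–green luciferase fusion and unfused red luciferase, in 0.5% FBS medium; compounds up to 46 uM, 4 h at 37C. Green/red luminescence ratio, filter-overlap corrected, fitted to concentration-response curves.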
# FBPA coupling cs: coupling enzyme interference in Giardia aldolase counter-screen; coupling enzyme system counterscreen, AmpLite Red fluorescence; activity change, negative = inhibition, % at 58.2 µM, hits read low; hit rate 0.67% among 290,000; in the data active = activity change below about -30%; note: % is set by controls: 0 for no effect and ±100 for the full control effect
#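 Fluorescence at 525 nm excitation and 598 nm emission measured inhibition of the coupled detection system without aldolase. Compounds (at 57.5 uM final) were preincubated 10 min at room temperature with coupling enzyme reagent before a 20 min substrate/AmpLite Red step.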
# Menin-MLL TR inh: inhibitors of human menin-MLL interaction, mutant MLL peptide; AID 1768; Potency, µM (highest dose often 61.6 µM), for inactives: top-dose FP activity change, negative = inhibition, hits mostly inhibitors; hit rate 0.23% among 270,000; Menin + Texas Red MLL mutant peptide, fluorescence polarization; active = well fitted inhibition curve with a large enough effect in the polarisation, with a control signal flat, not every such curve was filed as active; inconclusive = small, poorly fitted or top-dose-only effect, or effect the other way, or a change in a side signal; inactive = no such curve, though single readings can be large or run the other way; the % refers to the polarisation; note: potency is the fitted concentration of half-maximal effect; % of control where 0% means no effect; many of its hits are not listed in these tables
# Target sequence (O00255 whole entry, looked up): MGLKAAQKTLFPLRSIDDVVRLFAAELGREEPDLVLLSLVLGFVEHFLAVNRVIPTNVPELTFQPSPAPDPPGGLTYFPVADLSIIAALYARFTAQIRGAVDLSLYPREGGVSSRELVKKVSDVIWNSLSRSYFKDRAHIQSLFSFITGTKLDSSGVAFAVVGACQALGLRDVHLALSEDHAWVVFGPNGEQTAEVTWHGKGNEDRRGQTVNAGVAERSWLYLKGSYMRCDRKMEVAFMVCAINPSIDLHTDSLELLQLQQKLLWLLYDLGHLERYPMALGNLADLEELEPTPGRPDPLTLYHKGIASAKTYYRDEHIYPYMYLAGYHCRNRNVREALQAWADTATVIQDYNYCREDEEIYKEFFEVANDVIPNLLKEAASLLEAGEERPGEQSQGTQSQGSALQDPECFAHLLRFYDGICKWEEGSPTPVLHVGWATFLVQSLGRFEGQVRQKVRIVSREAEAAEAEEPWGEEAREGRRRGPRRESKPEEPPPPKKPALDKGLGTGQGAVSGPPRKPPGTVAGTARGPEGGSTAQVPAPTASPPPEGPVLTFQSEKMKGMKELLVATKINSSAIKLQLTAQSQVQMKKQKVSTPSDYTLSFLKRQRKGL
# S-ASM inh: inhibitors of human secretory acid sphingomyelinase. Potency, µM (top dose mostly 57.5 µM), for the others: at the top dose activity change, negative = inhibition, most hits filed as inhibitors. P17405. hit rate 0.006% among 340,000. AID 504937. placental ASM, HMU-PC fluorogenic substrate, 60 min; note: potency is the fitted concentration of half-maximal effect
#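 Fluorescence read-out (Ex 386 nm, Em 447 nm) after stopping the reaction at pH 10. Enzyme: ASM from human placenta; substrate HMU-PC0, 9 uM final; 60 min, 37 °C. Compound preincubation 10 min, ambient temperature.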
# Tb PFK block: inhibitors of T. brucei phosphofructokinase; T. brucei PFK, ADP-Glo luminescence; Potency, µM (titrated, usually from 57.5 µM), inactives show at the highest dose activity, negative = inhibition, usual class: inhibitors; hit rate 0.17% among 330,000;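 note: potency is the fitted concentration of half-maximal effect; 0% = uninhibited 1x PFK enzyme wells and -100% = no-enzyme wells; nearly all actives have a fitted effect of over 60% in size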
# Target sequence (O15648 whole entry, looked up): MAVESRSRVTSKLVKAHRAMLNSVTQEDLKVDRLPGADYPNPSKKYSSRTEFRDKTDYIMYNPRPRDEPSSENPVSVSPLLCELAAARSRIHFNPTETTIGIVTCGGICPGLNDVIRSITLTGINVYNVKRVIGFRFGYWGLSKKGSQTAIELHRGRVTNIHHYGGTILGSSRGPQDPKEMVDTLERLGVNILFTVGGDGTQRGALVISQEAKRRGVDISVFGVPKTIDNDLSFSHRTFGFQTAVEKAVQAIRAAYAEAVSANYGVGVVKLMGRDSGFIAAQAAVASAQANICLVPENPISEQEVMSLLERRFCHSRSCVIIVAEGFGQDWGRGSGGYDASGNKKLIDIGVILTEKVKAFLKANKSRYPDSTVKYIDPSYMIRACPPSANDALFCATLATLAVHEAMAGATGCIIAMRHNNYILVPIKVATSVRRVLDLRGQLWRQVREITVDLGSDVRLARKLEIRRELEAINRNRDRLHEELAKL
#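 1.25 nM PFK with 0.5 mM F6P and 0.1 mM ATP in 0.1 M TEA pH 8.0, 5 mM MgCl2, incubated 45 min at room temperature; ADP measured by ADP-Glo luminescence; compounds titrated up to 57 uM.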
# TSG101-PTAP inh: blocks PTAP/TSG101 interaction to inhibit HIV-1 budding; Potency, µM (series often up to 115 µM), for the others: at the top dose activity change, negative = inhibition, actives largely listed as inhibitors; 340,000 tested, under 10 active; Fluorescence polarization, FITC-PTAP peptide / Tsg101 binding; Q99816; AID 493005; active = well fitted inhibition curve with a large enough effect in the main read-out, with a control signal flat, not every such curve was filed as active; inconclusive = small, poorly fitted or top-dose-only effect, or effect the other way, or a change in a side signal; inactive = no such curve, though single readings can be large or run the other way; note: potency is the fitted concentration of half-maximal effect; % of control where 0% means no effect
#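 Compounds were pin-transferred onto Tsg101 binding domain (10 uM final) in HEPES pH 7.5 buffer, then FITC-PTAP peptide was added at 50 nM final. After 20 min at RT, polarization reported peptide displacement across a qHTS concentration series.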
# B2AR arrestin: beta2AR (human) beta-arrestin recruitment activity; P07550; beta-arrestin recruitment to beta2AR, cell-based reporter; Potency, µM (top dose mostly 46.1 µM), for inactives: at the top dose activation, actives largely listed as activators; hit rate 0.02% among 330,000;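 note: potency is the fitted concentration of half-maximal effect; 0% = DMSO controls and full agonism = EC100 isoproterenol or metaproterenol; nearly all actives have a fitted effect of over 65% in size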
# PKM2 act: PKM2 (human) enzyme activation | purified PKM2, Kinase-Glo ATP luminescence, activation; response scale: 0% is enzyme alone, no compound | hit rate 0.34% among 260,000 | Potency, µM (top dose mostly 57.5 µM), inactives show at the top dose activation, usual class: activators; note: potency is the fitted concentration of half-maximal effect; % is set by controls: 0 for no effect and ±100 for the full control effect; nearly all actives have a fitted effect of over 55% in size
#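 Kinase-Glo luminescence reports ATP generated from ADP (0.1 mM) and PEP (0.5 mM) by purified hPK-M2 after 1 h at room temperature, pH 7.2 imidazole buffer; intermediate enzyme activity allows detecting inhibitors and activators.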
# Integrin act MD: integrin-mediated muscular dystrophy alleviation activation | Potency, µM (series often up to 38.3 µM), inactives show at the highest dose activation, most hits filed as activators | alpha7betagal myoblasts, beta-gal FDG fluorescence, 48 h | hit rate 0.064% among 350,000 | AID 624291;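 note: potency is the fitted concentration of half-maximal effect; 100% = response of the positive control SU9516; nearly all actives have a fitted effect of over 60% in size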
#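 Alpha7betagal+/- myoblasts (passage 13) were plated 16-24 hr, then exposed to compounds (1:260 dilution of DMSO stock) for 48 hours at 37C. After MPER lysis, β-galactosidase reporter activity was read as FDG fluorescence (ex 480/em 540) after 30 minutes.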
# Starred values were filed as active, the others as inactive; i = inactive; ? = inconclusive; . = no result given; [ ] = dose if it differs, or a comment. Unless noted, calls come from the whole dose curve; as a rule, active = well fitted curve in the direction sought with a large enough effect; inconclusive = small, poorly fitted or top-dose-only effect, or another doubt; inactive = no such curve, though single readings can be large; an effect the other way counts as inactive or inconclusive. This is a subset, so the mix of outcomes need not match the whole.
SMILES,GALK inh,Giardia killer,Chronic BCR inh,FBPA coupling cs,Menin-MLL TR inh,S-ASM inh,Tb PFK block,TSG101-PTAP inh,B2AR arrestin,PKM2 act,Integrin act MD
O=C(CN(Cc1ccco1)C(=O)c1ccc(Cl)cc1)Nc1c(Cl)cc(Cl)cc1Cl,1%,10,2%,-5,0%,3%,-1%,0%,-0.2%,1%,?
CCCS(=O)(=O)N1CCC(C(=O)NC2CCCC(C)C2C)CC1 (stereo unspecified),0%,0,-12%,-2,-17%,0%,1%,-2%,0.2%,-1%,22%
O=C(COC(=O)CC(c1ccccc1)c1ccccc1)Nc1c(F)cccc1F,0%,.,-1%,2,-8%,.,0%,.,-0.4%,-4%,.
Cc1cccc(-c2nnc(N)s2)c1,3%,-8,-13%,-4,38%[activator],3%,2%,1%,-0.2%,6%,0%
Cc1cc(Cl)ccc1OCc1nc(-c2ccncc2)no1,11%,4,-7%,2,-14%,7%,-5%,0%,-0.6%,0%,-26%
NS(=O)(=O)c1cccc(NC(=O)CN2CCCc3ccccc32)c1,-2%,6,-11%,-3,6%,3%,-5%,-6%,-0.2%,0%,-27%
O=C(Nc1nc2ccc(F)cc2s1)c1ccc(N2CCCC2=O)cc1,.,-3,13%,.,.,3%,28%,0%,0.1%,.,5%
O=C(CNC(=O)c1sc2ccccc2c1Cl)NCc1ccccc1,-8%,-4,-9%,.,.,-2%,6%,0%,-0.3%,-1%,8%
COC(=O)CC1C(=O)NC2CCCCC2N1C(=O)CCl (stereo unspecified),3%,-8,0%,1,.,1%,-5%,1%,0.0%,-19%,0%
Cc1ccc(S(=O)(=O)N2CCC(N3CCN(C)CC3)CC2)cc1Cl,-1%,-4,10%,-3,-4%,-1%,-2%,-2%,-0.6%,1%,-29%
O=C(c1ccccc1)N1CCSc2sccc2C1=O,0%,2,-9%,-1,-3%,3%,4%,-10%,-0.2%,11%,12%
COc1ccc(Cl)cc1C(=O)NC(=S)Nc1cc(-c2nc3ccccc3[nH]2)ccc1C,0%,-6,?,-3,?,39%,11%,-6%,-1.0%,20%,-16%
Cc1cc(=O)c2cc(Br)ccc2n1CC(=O)NCc1ccccc1,-1%,-21,1%,3,.,-2%,1%,-6%,-0.7%,2%,-23%
CC(=O)c1cccc(N(CC(=O)NC2CCCCC2)C(=O)CNC(=O)c2cccs2)c1,5%,2,2%,1,-1%,-1%,-2%,2%,-0.1%,-2%,-19%
O=C(CN1CCCCC1)Nc1c2c(nc3ccccc13)N(c1ccccc1)CC2,10%,9,10%,0,-15%,i,-2%,7%,0.1%,-6%,-58%[inhibitor]
COCCNc1nc(CSc2ccccc2)nc2sc(C)c(C)c12,2%,?,14%,1,5%,-11%,-1%,-1%,-0.2%,-8%,-1%
Cc1cc(C)n2ncc(-c3cccc(Br)c3)c2n1,1%,0,?,2,41%[activator],11%,4%,-4%,-0.7%,.,17%
CCN(CC)S(=O)(=O)c1ccc(-c2nnco2)cc1,-3%,11,4%,1,8%,2%,0%,-2%,-0.8%,7%,-13%
CNC(=O)CN(C)S(=O)(=O)c1ccc(OC)c(Cl)c1,-1%,-5,1%,0,19%,2%,-11%,-3%,0.1%,2%,1%
C#CCOC(=O)Nc1ccc(OCC(F)(F)F)nc1,-2%,5,8%,1,.,0%,3%,-2%,-0.8%,1%,10%
C=CCn1c(COc2ccccc2)nnc1SCC(=O)NCC(=O)OCC,1%,3,3%,1,-2%,-4%,2%,-1%,-0.2%,0%,-6%
CCOC(=O)c1ccc(NC(=O)C2CCC(CNc3c(N4CCOCC4)c(=O)c3=O)CC2)cc1 (stereo unspecified),.,-9,-17%,-15,.,-2%,3%,1%,-0.1%,9%,-53%[inhibitor]
N#CC1(c2ccccc2)CCCN1C(=O)c1ccc(Br)o1 (stereo unspecified),3%,1,2%,0,-15%,3%,4%,-1%,-0.2%,2%,1%
NC(=O)C1(N2CCCCC2)CCN(Cc2ccc(F)cc2)CC1,3%,10,?,3,-10%,2%,3%,-3%,-0.5%,2%,-8%[7.66 µM]
Cc1cc2oc(=O)sc2cc1NS(=O)(=O)c1ccccc1,0%,9,-25%,3,4%,-1%,9%,-1%,-0.1%,?,11%
CCOc1ccc(-n2cnc3scc(-c4ccc(OC)c(OC)c4)c3c2=O)cc1,1%,8,?,2,15%,-5%,-7%,0%,3.9%,1%,-13%
Cc1ccc(S(=O)(=O)N2CCC(C(=O)OCC(=O)N3CCCC(C)C3)CC2)cc1C (stereo unspecified),.,-8,6%,.,.,1%,22%,-1%,-0.4%,.,-12%
Cc1cc(C)c(S(=O)(=O)n2ccc(-c3ccc(OCCN(C)c4ccccn4)cc3)n2)c(C)c1,1%,-14,4%,-4,2%,-4%,0%,1%,-0.7%,0%,-5%
COc1cc(C(=O)NCc2ccccc2)ccc1OC(F)F,-1%,-19,-2%,2,0%,2%,-6%,-7%,-0.7%,2%,6%
COc1ccc(NC(=O)c2ccccc2Oc2ccccc2)cc1,.,-8,?,0,?,-2%,1%,0%,0.7%,-1%,3%
O=C(Nc1cc(S(=O)(=O)N2CCOCC2)ccc1N1CCOCC1)c1cn2ccccc2n1,0%,18,-2%,0,-10%,0%,-4%,-3%,0.0%,-1%,1%
COC(=O)c1ccc(N2CCN(C(C)=O)CC2)c(NC(=O)COc2ccccc2C)c1,-2%,-9,7%,-2,-17%,0%,-2%,-5%,0.2%,3%,7%
CC(C)n1c(O)c(N=NC(=O)CNC(=O)CCc2ccccc2)c2ccccc21,1%,19,2%,6,.,-4%,2%,1%,-0.9%,9%,-20%
O=C(Nc1ccc(CN2CCCCC2)cc1)c1ccc2c(c1)OCO2,0%,6,-7%,3,10%,-1%,7%,-3%,-0.2%,-2%,3%[7.66 µM]
Cc1nn2c(-c3ccc(S(=O)(=O)N4CCN(C)CC4)o3)nnc2c2ccccc12,7%,-12,2%,7,-10%,-2%,1%,-3%,0.5%,-1%,?
COc1ccc(CCNC(=O)c2ccc3nc4cc(Cl)ccc4c(=O)n3c2)cc1OC,.,-5,14%,0,-1%,114%[activator],0%,-4%,-0.2%,.,-11%
COc1ccc(OCC(=O)N/N=C(\C)CC(=O)Nc2ccc(NC(C)=O)cc2)cc1,4%,-5,0%,2,-16%,0%,-3%,-3%,-0.5%,10%,25%
C=CCN(c1ccccc1)S(=O)(=O)c1c(C)[nH]c(=O)[nH]c1=O,8%,13,1%,1,4%,1%,-1%,-1%,4.4%,-3%,23%
NC(=O)CCCc1nc(-c2ccccc2Cl)no1,0%,5,?,.,-7%,11%,6%,5%,-1.0%,-2%,-10%
O=C1CCC[C@@H]2CC(Nc3ccc(F)cc3F)C[C@@H]3CCN1[C@H]23 (stereo partly specified),.,?,0%,0,-1%[94.6 µM],-2%,-1%,-1%,-0.8%,.,22%
O=c1cc(-c2ccccc2)[nH]c2nc3ccccc3n12,6%,?,?,-9,-11%,.,4%,-6%,-0.1%,-32%,-18%
CN(Cc1ccccc1)C(=O)COC(=O)c1cc(S(=O)(=O)N(C)C)ccc1N1CCCC1,.,9,5%,.,.,7%,0%,-2%,-0.1%,.,6%
Cc1ccc(NC(=O)c2cc(-n3cnnc3)ccc2Cl)c(C)c1,-6%,-7,7%,0,-1%,2%,-9%,0%,-1.3%,-23%,0%
CN(C)S(=O)(=O)c1cccc(C(=O)Nc2cc(Cl)ccc2O)c1,0%,-1,?,1,19%,-1%,-2%,2%,-0.1%,4%,18%
CCn1c(=O)cc(O)c2c(=O)n(C)c(=O)n(C)c21,-1%,20,-17%,1,4%,-2%,-3%,-8%,-0.5%,-16%,4%
COc1ccc(NC(=O)CCC(=O)NCc2ccco2)c([N+](=O)[O-])c1,-6%,10,-1%,-1,-15%,-1%,2%,-2%,-1.0%,2%,24%
CCOC(=O)N1CCN(S(=O)(=O)c2ccc(F)c(C(=O)Nc3ccc(C(C)C)cc3)c2)CC1,.,16,?,-1,10%,-7%,1%,0%,-0.7%,0%,-21%
Cn1c(CNC2CCCCC2)c(C#N)c2ccccc21,-4%,18,6%,-3,-7%,4%,2%,-3%,-0.2%,-8%,-43%
COC(=O)CCCNC(=O)c1ccc(S(=O)(=O)NCc2ccco2)cc1,.,-3,?,.,.,0%,0%,-1%,0.1%,.,-12%
C=CCOC(=O)C1=C(C)Nc2nc3ccccc3n2C1c1ccncc1 (stereo unspecified),3%,-1,0%,0,0%,1%,-2%,0%,-0.9%,4%,-20%
